# High-throughput results (PubChem)
# p53 reactivation: qHTS assay for re-activators of p53 using a Luc reporter. H1299 p53-A138V BP100-luciferase reporter, luminescence, 24 h. Potency, µM (top dose mostly 92.2 µM), without a hit: at the top dose activity change, positive = activation, hits mostly activators. hit rate 0.063% among 320,000; also: potency is read from the fitted curve at half-maximal effect; % of control where 0% means no effect; nearly all actives have a fitted effect of over 45% in size
#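 p53-null H1299 cells stably carrying temperature-sensitive p53-A138V and a BP100-luciferase reporter were pinned with compounds (4-point, 1:5 series) and held 24 hrs at 37 deg C. Luminescence was read 10 min after detection reagent.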
# Tb PFK block: qHTS Assay to Find Inhibitors of T. brucei phosphofructokinase | ATP-dependent 6-phosphofructokinase (Trypanosoma brucei brucei), O15648 | T. brucei PFK, ADP-Glo luminescence | Potency, µM (highest dose often 57.5 µM), without a hit: top-dose activity, negative = inhibition, actives largely listed as inhibitors | hit rate 0.17% among 330,000 | AID 485367, 2010;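 also: potency is read from the fitted curve at half-maximal effect; 0% = uninhibited 1x PFK enzyme wells and -100% = no-enzyme wells; nearly all actives have a fitted effect of over 60% in size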
#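 Activity is normalized to no-enzyme wells (full inhibition) and 1.25 nM enzyme wells (no inhibition). Reaction: 0.5 mM F6P, 0.1 mM ATP, 45 min RT, ADP-Glo luminescence; concentration-response curves fitted and classed by quality.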
# ELG1 genotoxic: qHTS screen for small molecules that induce genotoxicity in human embryonic kidney (HEK293T) cells expressing luciferase-tagged ELG1. hit rate 1.3% among 330,000. HEK293T ELG1-luciferase reporter, luminescence, 16 h. Potency, µM (series often up to 46 µM), without a hit: at the top dose activity change, positive = activation, actives largely listed as activators; also: potency is read from the fitted curve at half-maximal effect; % of control where 0% means no effect; nearly all actives have a fitted effect of over 60% in size
#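 Reporter readout depends on ELG1 protein level, which increases with genetic stress. After 16 hr compound exposure at 37 °C, luciferase activity was quantified using ONE-Glo.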
# FLuc counter: qHTS profiling assay for firefly luciferase inhibitor/activator using purifed enzyme and Km concentrations of substrates (counterscreen for miR-21 project). Luciferin 4-monooxygenase (Photinus pyralis), P08659. purified FLuc, Km substrates, luminescence inhibition. Potency, µM (series often up to 57.5 µM), for the others: top-dose activity change, negative = inhibition, most hits filed as inhibitors. hit rate 6.9% among 360,000;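 also: potency is read from the fitted curve at half-maximal effect; plate controls were vehicle for no effect and reference inhibitor for full effect; nearly all actives have a fitted effect of over 55% in size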
# Target sequence (P08659 whole entry, looked up): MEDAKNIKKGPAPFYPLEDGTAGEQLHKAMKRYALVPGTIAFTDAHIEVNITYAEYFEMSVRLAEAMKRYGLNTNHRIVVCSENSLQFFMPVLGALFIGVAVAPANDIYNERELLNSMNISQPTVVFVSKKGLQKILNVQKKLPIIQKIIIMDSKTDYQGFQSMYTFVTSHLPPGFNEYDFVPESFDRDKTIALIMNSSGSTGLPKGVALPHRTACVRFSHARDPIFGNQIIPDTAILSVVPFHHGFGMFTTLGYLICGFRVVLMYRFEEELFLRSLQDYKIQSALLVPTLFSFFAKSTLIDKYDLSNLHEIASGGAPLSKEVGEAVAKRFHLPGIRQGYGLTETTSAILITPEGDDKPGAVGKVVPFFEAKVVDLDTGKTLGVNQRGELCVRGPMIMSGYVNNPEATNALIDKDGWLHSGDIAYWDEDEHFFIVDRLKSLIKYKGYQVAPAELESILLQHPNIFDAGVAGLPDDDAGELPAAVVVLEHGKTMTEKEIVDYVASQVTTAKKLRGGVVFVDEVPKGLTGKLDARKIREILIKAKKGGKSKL
#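 Purified P. pyralis luciferase, 10 nM final, with Km-level 10 uM D-luciferin and 10 uM ATP in 50 mM Tris acetate pH 7.5, 10 mM Mg acetate, 0.01% Tween-20, 0.05% BSA; 6-point qHTS titration about 60 µM downward; luminescence read.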
# Rab9 prom act: qHTS Assay for Rab9 Promoter Activators; hit rate 2.8% among 320,000; Potency, µM (top dose mostly 9.22 µM), inactives show top-dose activation, negative = inhibition, actives largely listed as activators; Huh7 Rab9 promoter-luciferase reporter, luminescence, 24 h; also: potency is read from the fitted curve at half-maximal effect; % of control where 0% means no effect; nearly all actives have a fitted effect of over 60% in size
#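 Cell-based reporter: Huh7 stable for Rab9 promoter-driven luciferase, plated in reduced-serum medium with 10% FBS at 1500 cells/well, compound-treated 24 h at 37 °C, luminescence read after 10 min reagent.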
# BRCA1 expr act: qHTS Assay to Identify Small Molecule Activators of BRCA1 Expression; MCF7-BRCA1-FFLuc reporter, luminescence, 48 h; response scale: scaled: vehicle 0%, 10 µM genistein 100%; Potency, µM (titrated, usually from 46.1 µM), for the others: top-dose activation, actives largely listed as activators; hit rate 1.1% among 380,000; also: potency is read from the fitted curve at half-maximal effect; nearly all actives have a fitted effect of over 80% in size; some results filed as inactive show a strong effect at the top dose
#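 Cells: MCF7-BRCA1-FFLuc, 2000/well. Exposure: 48 h, 37 °C, 5% CO2. Read: luminescence, 15 min post-substrate. Controls: genistein 10 microM (maximal activation), DMSO (neutral).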
# ELG1 DNA repair: qHTS screen for small molecules that inhibit ELG1-dependent DNA repair in human embryonic kidney (HEK293T) cells expressing luciferase-tagged ELG1 | HEK293T ELG1-luciferase reporter, luminescence, 16 h; DNA damage induced by 5-fluorouridine | Potency, µM (titrated, usually from 46.1 µM), for the others: at the top dose activity change, negative = inhibition, actives largely listed as inhibitors | hit rate 2.3% among 330,000 | AID 504467, 2011; also: potency is read from the fitted curve at half-maximal effect; % is scaled to controls: 0 for no effect and ±100 for the full control effect; nearly all actives have a fitted effect of over 55% in size
#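 DMSO vehicle served as the neutral condition. Each well held 2,000 cells given 5-fluorouridine plus compound; after 16 hr at 37 °C/5% CO2, ONE-Glo was added and luciferase measured 30 min later.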
# NPC1 promoter act: qHTS Assay for NPC1 Promoter Activators | Huh7 NPC1 promoter luciferase reporter, 24 h | Potency, µM (series often up to 9.22 µM), for inactives: at the highest dose activation, usual class: activators | hit rate 2.4% among 320,000;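 also: potency is read from the fitted curve at half-maximal effect; % of control where 0% means no effect; nearly all actives have a fitted effect of over 60% in size; reporter is driven by a mutant NPC1 promoter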
#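 In 1536-well qHTS, Huh7 cells harboring an NPC1 promoter–luciferase construct received compound for 24 h; activation was quantified by luminescence following luciferase reagent addition.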
# TRPV1 agonist: HTS Assay for Compounds that Act as Agonists of the Vanilloid Receptor 1; hit rate 0.19% among 320,000; TRPV1-expressing cells, Fluo-8 calcium influx, agonist mode; Transient receptor potential cation channel subfamily V member 1 (Homo sapiens), Q8NER1; AID 540275, 2011; activation, % at 8.33 µM; in the data active = activation above about 80%; inconclusive = between about 30% and that limit; also: 0% is about no effect
#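 Fluo-8 calcium influx in TRPV1-expressing cells, kinetic read (ex 480/em 520 nm). Compound added and read 3 min for agonist activity, followed by capsaicin at EC20 final and 2 min further read for enhancement.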
# * hit, by the source's call; ? = inconclusive; / = not tested or not shown; [ ] = dose if it differs, or a comment. Unless noted, calls follow the shape of the dose curve; as a rule, active = well fitted curve in the direction sought with a large enough effect; inconclusive = small, poorly fitted or top-dose-only effect, or another doubt; inactive = no such curve, though single readings can be large; an effect the other way counts as inactive or inconclusive. Only part of the results is shown (hit frequency here may not be typical).
SMILES,p53 reactivation,Tb PFK block,ELG1 genotoxic,FLuc counter,Rab9 prom act,BRCA1 expr act,ELG1 DNA repair,NPC1 promoter act,TRPV1 agonist
CCOc1ccc2nc(NC(=O)c3cccn(Cc4ccccc4C)c3=O)sc2c1,/,/,/,15.1µM*,/,0.0%,/,/,/
Cc1cccc(CN2CC=C(c3noc(CCC(=O)Nc4ccc(C)c(F)c4)n3)CC2)c1,/,/,/,-18.1%,/,1.6%,/,/,/
Cc1cccc(Cn2cccc(C(=O)Nc3cc(C)on3)c2=O)c1,/,/,/,-7.7%,/,0.0%,/,/,/
CCOC(=O)c1ccc(NC(=O)c2cccn(Cc3ccccc3F)c2=O)cc1,/,/,/,-2.0%,/,-15.9%,/,/,/
O=C(Nc1ccc2c(c1)OCCO2)c1cccn(Cc2cccc(F)c2)c1=O,/,/,/,21.3µM*,/,6.2%,/,/,/
COc1ccc(OC)c(NC(=O)Cn2cc(C(=O)c3ccccc3)c3ccccc32)c1,/,/,/,-3.5%,/,-29.6%,/,/,/
Cc1ccc(Cn2cccc(C(=O)Nc3ccc4c(c3)OCO4)c2=O)cc1,/,/,/,-17.0%,/,9.1%,/,/,/
Nc1c(C(=O)Nc2ccc(Br)cc2F)sc2nc3c(cc12)N1CCC3CC1,/,/,/,-3.9%,/,17.3%,/,/,/
CCc1ccc(NC(=O)Cn2c(=O)oc3cc(S(=O)(=O)NCc4ccccc4)ccc32)cc1,/,/,/,?,/,0.0%,/,/,/
Nc1c(C(=O)Nc2ccc(Cl)cc2)sc2nc3c(cc12)N1CCC3CC1,/,/,/,-14.8%,/,23.5%,/,/,/
CCOC(=O)c1ccc(NC(=O)c2sc3nc4c(cc3c2N)N2CCC4CC2)cc1,/,/,/,-19.8%,/,10.2%,/,/,/
N[C@@H](CCl)C(=O)O,/,/,/,/,-8.5%[46.1 µM],24.6%,/,-1.0%[46.1 µM],/
NC(=O)c1cc(N2CC2)c([N+](=O)[O-])cc1[N+](=O)[O-],/,/,/,/,-7.0%[46.1 µM],0.0%,/,2.2%[46.1 µM],/
c1ccc2c(N3CCNCC3)cccc2c1,/,/,/,/,-8.2%[46.1 µM],4.1%,/,2.3%[46.1 µM],/
CC(N)Cc1c[nH]c2ccc(O)cc12 (stereo not drawn),/,/,/,/,-17.5%[46.1 µM],-19.7%,/,-0.3%[46.1 µM],/
Cn1cnc(CCN)c1,/,/,/,/,-0.6%[46.1 µM],9.0%,/,-2.9%[46.1 µM],/
CCOc1ccc2nc(N3CCC(C(=O)Nc4ccc(Br)cc4F)CC3)sc2c1,/,/,/,15.1µM*,/,0.0%,/,/,1.3
C[C@]12CCC3C(CC[C@H]4C[C@@H](O)CC[C@]34C)C1C[C@@H](Br)[C@H]2O (stereo partly drawn),-6.2%,-3.6%,-2.5%,/,/,/,-3.1%,/,/

# Among those listed so far, five contain fluorine:
SMILES,p53 reactivation,Tb PFK block,ELG1 genotoxic,FLuc counter,Rab9 prom act,BRCA1 expr act,ELG1 DNA repair,NPC1 promoter act,TRPV1 agonist
Cc1cccc(CN2CC=C(c3noc(CCC(=O)Nc4ccc(C)c(F)c4)n3)CC2)c1,/,/,/,-18.1%,/,1.6%,/,/,/
CCOC(=O)c1ccc(NC(=O)c2cccn(Cc3ccccc3F)c2=O)cc1,/,/,/,-2.0%,/,-15.9%,/,/,/
O=C(Nc1ccc2c(c1)OCCO2)c1cccn(Cc2cccc(F)c2)c1=O,/,/,/,21.3µM*,/,6.2%,/,/,/
Nc1c(C(=O)Nc2ccc(Br)cc2F)sc2nc3c(cc12)N1CCC3CC1,/,/,/,-3.9%,/,17.3%,/,/,/
CCOc1ccc2nc(N3CCC(C(=O)Nc4ccc(Br)cc4F)CC3)sc2c1,/,/,/,15.1µM*,/,0.0%,/,/,1.3

# Structural class: those above containing a Cl atom
SMILES,p53 reactivation,Tb PFK block,ELG1 genotoxic,FLuc counter,Rab9 prom act,BRCA1 expr act,ELG1 DNA repair,NPC1 promoter act,TRPV1 agonist
Nc1c(C(=O)Nc2ccc(Cl)cc2)sc2nc3c(cc12)N1CCC3CC1,/,/,/,-14.8%,/,23.5%,/,/,/
N[C@@H](CCl)C(=O)O,/,/,/,/,-8.5%[46.1 µM],24.6%,/,-1.0%[46.1 µM],/
